Dyrk1A ADPGlo: inhibitors of rat Dyrk1A kinase | Q63470 | ADP-Glo luminescence, NFATc1 peptide | inhibition, % at 12.5 µM | actives 0.43% (n = 310,000); in the data active means inhibition above about 50%;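 further: plate controls were vehicle with enzyme for no effect and no enzyme for full effect; many of its hits are not listed in these tables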
hERG protect: compounds protecting human hERG from proarrhythmic drug block | activation (rescue from dofetilide block), less the hit threshold, % at 10 µM | CHO-hERG, FluxOR thallium flux, dofetilide IC70 present | actives 0.51% (n = 310,000);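 active means activation above the mean of controls blocked by dofetilide plus 5 SD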;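 further: thallium influx through hERG after potassium depolarization seen as dye fluorescence rise; in these data hits start at about 4.7%; inactives centre near -7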
PolyA inh: inhibitors of polyadenylation in S. cerevisiae | S. cerevisiae SKY197-pL101 polyadenylation reporter, beta-gal luminescence; efflux-impaired pdr1/pdr3 knockout yeast; score 100 = 6 SD above DMSO | calls only at 12 µM | actives 0.02% (n = 300,000);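 active means lowest replicate activity score at least 50, where 100 means six control SD above control mean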;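 further: yeast exposed to compound for 9 h at 30 °C; higher score means more reporter readthrough which indicates perturbed polyadenylation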
TRPC4 inh: blocks the mouse TRPC4 cation channel. actives 0.39% (n = 300,000). B-score at 10 µM. HEK293 TRPC4beta/mu-opioid, DAMGO-evoked Fluo4 calcium flux; active compounds read low;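 active means B-score over 3 SD under the library average, no early fluorescence shift, positive overall ratio signal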
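Test system – stable TRPC4beta/mu-opioid receptor HEK293 cells · Probe or stimulus – DAMGO, a submaximal dose followed by a maximal one · Dosing – one concentration per compound · Signal – Fluo4 calcium fluorescence by kinetic imaging, 5 s 1 Hz baseline · Evaluation – per-well B score of integrated baseline-normalized Fluo4 ratio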
KCNQ1 inh: blocks the human KCNQ1 potassium channel | AID 2642 | B-score at 10 µM | actives 1.3% (n = 310,000) | CHO-K1 KCNQ1, FluxOR thallium flux fluorescence; active compounds read high | P51787;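 active means compounds whose thallium flux B-score, printed positive for inhibition, exceeds three library SD while starting fluorescence stays within three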;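 further: channel opened by potassium depolarization with thallium stimulus after 20 min compound exposure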
KCNQ1 act: potentiates or activates the human KCNQ1 potassium channel | P51787 | CHO-K1 KCNQ1, thallium flux FluxOR fluorescence; active compounds read high | B-score at 10 µM | AID 2648 | actives 0.35% (n = 310,000);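 active means fluorescence ratio B-score, a plate-corrected score, at least three library SD, with initial intensity B-score within 5 SD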
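assay system = CHO-K1 cells stably expressing KCNQ1 | medium = assay buffer, equal DMSO in all wells | timing = 37 °C overnight plating, 90-min dark dye load, 20-min compound pretreatment | measured by = kinetic FluxOR thallium fluorescence, 10-s 1-Hz baseline, 110-s post-stimulus read | measure = fluorescence change relative to baseline, converted to B score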
TRPC4 act: TRPC4 (mouse) channel activation | Q9QUQ5 | HEK293 TRPC4beta/mu-opioid, Fluo4 calcium fluorescence; active compounds read high | B-score at 10 µM | actives 0.49% (n = 310,000) | AID 2237;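 active means B-score above 5 SD of library B-scores, and initial fluorescence ratio not above library mean plus 5 SD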;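 further: positive B-score marks a calcium rise read as TRPC4 activation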
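Assay system: HEK293 cells stably co-expressing mouse TRPC4beta and mu-opioid receptor / Timing: Fluo4 dye loading 45 min at room temperature, 110 s recording / Signal: Fluo4 calcium-sensitive dye fluorescence, kinetic, 1 Hz baseline / Read-out: integrated baseline-normalised fluorescence ratio, converted to per-well B score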
TRPC4 PAM: allosteric potentiators of mouse TRPC4 channel; AID 2227; actives 0.42% (n = 310,000); Q9QUQ5; B-score at 10 µM; HEK293 TRPC4beta/mu-opioid, DAMGO EC20, Fluo-4 Ca2+ flux; active compounds read high;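 active means B-score of calcium response area above 5 SD of library B-scores, with initial fluorescence ratio within 5 SD of library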;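 further: B-score of integrated fluorescence ratio over time as area under calcium response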
KCNK3 inh: human KCNK3 channel inhibition, primary screen; CHO-KCNK3 thallium flux, FluxOR fluorescence; active compounds read low; B-score at 10 µM; actives 0.84% (n = 340,000);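 active means B-score under library mean minus 4 SD, starting fluorescence ratio at most library mean plus 5 SD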;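 further: more negative B-score means stronger inhibition of thallium flux through KCNK3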
Target sequence (O14649 whole entry, looked up): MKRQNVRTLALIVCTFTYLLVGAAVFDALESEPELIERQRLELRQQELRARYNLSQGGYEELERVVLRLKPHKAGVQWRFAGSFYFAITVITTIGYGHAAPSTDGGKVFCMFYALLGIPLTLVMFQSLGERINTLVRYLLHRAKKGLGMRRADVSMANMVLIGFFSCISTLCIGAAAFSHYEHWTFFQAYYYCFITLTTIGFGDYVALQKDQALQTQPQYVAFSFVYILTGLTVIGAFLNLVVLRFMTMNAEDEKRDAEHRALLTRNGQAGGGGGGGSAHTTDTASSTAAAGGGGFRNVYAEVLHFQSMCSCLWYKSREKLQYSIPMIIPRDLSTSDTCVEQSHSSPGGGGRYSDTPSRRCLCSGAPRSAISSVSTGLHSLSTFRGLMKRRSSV
KCNK9 block: blocks the human KCNK9 two-pore domain potassium channel; B-score at 10 µM; actives 1.2% (n = 310,000); HEK293 KCNK9, FluxOR thallium flux fluorescence; active compounds read low; AID 488922; Q9NPC2;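 active means ratio B-score over 3 SD below the library mean, with starting fluorescence within 5 SD of its mean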;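 further: negative B-score means less thallium flux so channel inhibition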
Target sequence (Q9NPC2 whole entry, looked up, the tested form may be a part): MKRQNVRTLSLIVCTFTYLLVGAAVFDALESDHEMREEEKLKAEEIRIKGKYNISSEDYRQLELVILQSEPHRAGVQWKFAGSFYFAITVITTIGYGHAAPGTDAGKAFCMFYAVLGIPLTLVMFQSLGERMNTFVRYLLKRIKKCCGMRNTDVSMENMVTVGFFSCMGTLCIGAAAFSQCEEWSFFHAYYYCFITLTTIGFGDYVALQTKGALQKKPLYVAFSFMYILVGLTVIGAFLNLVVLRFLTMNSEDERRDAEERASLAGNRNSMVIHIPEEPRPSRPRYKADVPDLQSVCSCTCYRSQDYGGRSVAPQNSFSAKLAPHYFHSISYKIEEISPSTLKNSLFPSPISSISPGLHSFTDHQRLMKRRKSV
Platelet DG rel: platelet dense granule release activity; inhibition, %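 (compounds screened at 7.5 µM in platelet-rich plasma)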; AID 1663; human platelet-rich plasma, SFLLRN dense granule ATP release, luminescence; actives 0.22% (n = 300,000);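 active means mean replicate score, as percent of positive control, at or above 50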
* marks the source's active call; other numbers are inactive results; i = inactive; x = no result given.

Every second line gives: Dyrk1A ADPGlo, hERG protect, PolyA inh, TRPC4 inh, KCNQ1 inh, KCNQ1 act, TRPC4 act, TRPC4 PAM, KCNK3 inh, KCNK9 block, Platelet DG rel
> CCOC(=O)N1CCC(NC(=S)Nc2ccc3nc(N4CCN(CC)CC4)cc(C)c3c2)CC1
→ -4, -12, i, i, i, i, i, i, i, i, -6
> CC(=O)c1ccccc1NC(=O)CCNC(=O)c1ccco1
→ 1, -5, i, i, i, i, i, i, i, i, -3
> S=c1[nH]c2ccccc2o1
→ -1, -4, i, i, i, i, i, i, i, i, -4
> CC(=O)N1CCN(Cc2nc(C(c3ccccc3)c3ccccc3)no2)CC1
→ 2, -10, i, i, i, i, i, i, i, i, -1
> Cc1ccc(OCCCC(=O)Nc2ccc(Br)cc2)cc1
→ 4, -1, i, i, i, i, i, i, i, i, -9
> CN(C)c1ccc(C(C(=O)NCC2CCCO2)N(C(=O)c2snc(C(N)=O)c2N)c2ccccc2)cc1 (configuration not stated)
→ 5, -32, i, i, i, i, i, i, i, i, 2
> Cc1ccc(CCNC(=O)CN2CCN(Cc3ccccc3F)C2=O)cc1
→ -1, -8, i, i, i, i, i, i, i, i, 14
> CC(C)C(c1nnnn1C1CCCCC1)N1CCCc2ccccc21 (configuration not stated)
→ 2, 0, i, i, i, i, i, i, i, i, -4
> COC(=O)c1c(-c2ccc(OC)c(OC)c2)csc1N
→ 0, -7, i, i, i, i, i, i, i, i, 1
> Cc1c(C)n(CCC#N)c2ccc(Cl)cc12
→ -1, -8, i, i, i, i, i, i, i, i, 14
> Cc1cccc(N(CC(=O)NC(C)(C)C)C(=O)CCC(=O)Nc2nccs2)c1
→ 0, -7, i, i, i, i, i, i, i, i, 1
> CCN1C(=O)N(C)C2(c3ccccc3)N(C)C(=O)N(C)C12c1ccccc1 (configuration not stated)
→ 1, -5, i, i, i, i, i, i, i, i, 6
> Cc1cc(=O)n2nc(N3CCC(C(=O)NCC(C)c4ccccc4)CC3)sc2n1 (configuration not stated)
→ 4, -7, i, i, i, i, i, i, i, i, -6
> COc1ccc(CC(=O)NNC(=O)c2ccoc2C)cc1OC
→ 0, -6, i, i, i, i, i, i, i, i, -3
> C/C(=N/NS(=O)(=O)c1ccc(CC(C)C)cc1)c1ccncc1
→ 4, -10, i, i, i, i, i, i, i, i, 13
> Cn1cnc2ccc([N+](=O)[O-])cc2c1=O
→ 25, -10, i, i, i, i, i, i, i, i, 0
> COc1ccccc1CNC(=O)CN(CCc1ccccc1)S(C)(=O)=O
→ -3, -5, i, i, i, i, i, i, i, i, 3
> CC(C)N(C(=O)COc1ccc(Br)cc1Cl)C(C)C
→ 2, -9, i, i, i, i, i, i, i, i, 1
> c1ccc(Cn2ccc(-c3cnc(-c4ccccc4)s3)n2)cc1
→ 8, -6, i, i, i, i, i, i, i, i, 21
> CS(=O)(=O)N(CC(=O)Nc1cccc(F)c1)c1cccc([N+](=O)[O-])c1
→ -2, -14, i, i, i, i, i, i, i, i, 1
> COc1cc2[nH]c3c(N4CCN(c5ccccn5)CC4)ncnc3c2cc1OC
→ 18, -19, i, i, i, i, i, i, i, i, 3
> CCc1ccc(OCC(=O)NC(NC(=S)Nc2ccc(C)cc2C)C(Cl)(Cl)Cl)cc1 (configuration not stated)
→ 4, -12, i, i, i, i, i, i, i, i, 2
> O=C(CNc1ccccc1C(=O)O)c1ccccc1
→ -1, -13, i, i, i, i, i, i, i, i, 2
> CCOc1cccc2c1OC1(C)CC2NC(=O)N1Cc1ccccc1 (configuration not stated)
→ 6, -11, i, i, i, i, i, i, i, i, -2
> CCOC(=O)CCSCC(=O)N1N=C(c2cccs2)CC1c1ccc(C)cc1 (configuration not stated)
→ -5, -7, i, i, i, i, i, i, i, i, 7
> CC(=O)c1ccc(N2C(=O)[C@@H]3[C@H](C2=O)[C@H]2c4ccccc4C=NN2[C@@H]3C(C)=O)cc1
→ 6, -3, i, i, i, i, i, i, i, i, -2
> CC(C)Oc1ccc(C(CC(=O)NCCCN(C)C)c2ccc(F)cc2)cc1 (configuration not stated)
→ 2, -3, i, i, i, i, i, i, i, i, -6
> C#CCOCCOCCOCCNc1nc(N2CCN(C(=O)[C@H]([C@@H](C)CC)n3cc([C@@H](N)Cc4ccc(O)cc4)nn3)CC2)nc(N2CCN(C(=O)[C@H](CCCCN)n3cc([C@@H](N)C(C)CC)nn3)CC2)n1 (some centres not stated)
→ 2, -2, i, i, i, i, i, i, i, i, -2
> COc1ccc(-n2ncc3c2CC(C)(C)CC3NC(=O)CCc2c(C)nn(C)c2C)cc1 (configuration not stated)
→ x, -11, i, i, i, i, i, i, i, i, -3
> CCCCOC(=O)C1=C(C)Nc2ncnn2C1c1ccc(OC)c(OC)c1OC (configuration not stated)
→ 3, -9, i, i, i, i, i, i, i, i, -1
> O=C1CCCCCC1C1(O)C(=O)Nc2ccccc21 (configuration not stated)
→ 4, -12, i, i, i, i, i, i, i, i, -2
> COc1ccccc1OCc1nnc(SCC(=O)NCc2ccco2)n1-c1ccccc1
→ -17, -6, i, i, i, i, i, i, i, i, -1
> Cc1cccn2c(=O)c3cc(C(=O)NCCc4ccccc4)c(=N)n(Cc4ccco4)c3nc12
→ -4, -22, i, i, i, i, i, i, i, i, 6
> O=C(O)CCSC1CC(=O)N(c2ccccc2)C1=O (configuration not stated)
→ 1, -7, i, i, i, i, i, i, i, i, 1
> Cc1ccc(C2=NN3C(C2)c2ccccc2OC32C(=O)Nc3ccccc32)cc1 (configuration not stated)
→ 0, -12, x, i, i, i, i, i, i, i, 9
> COc1nc(Nc2ccccc2F)nc(OC)n1
→ -8, -1, i, i, i, i, i, i, i, i, 0
> Cc1ccccc1-n1c(SCC(=O)Nc2ccc3c(c2)OCO3)nnc1-c1ccccn1
→ 8, -6, i, i, i, i, i, i, i, i, -3
> CC1(C)CC(=O)C2=C(C1)N(c1ccccc1)C(N)=C(C#N)C2c1cccnc1 (configuration not stated)
→ 3, -12, i, i, i, i, i, i, i, i, 5
> CCCOc1c(OC)cccc1C1CC(=O)Nc2cc(OC)c(OC)c(OC)c21 (configuration not stated)
→ 3, -6, i, i, i, i, i, i, i, i, 9
> O=C(CN1C(=O)NC2(CCCCC2)C1=O)NCc1cccs1
→ 0, 1, i, i, i, i, i, i, i, i, 4
> Cc1ccc(C(=O)NCC(=O)Nc2ccc3c(c2)OCCO3)cc1
→ 8, -5, i, i, i, i, i, i, i, i, -19
> Cc1ccccc1Nc1c(-c2ccncc2)nc2ccc(Cl)cn12
→ -10, -13, i, i, i, i, i, i, i, i, 3
> C#CCn1c(S(=O)(=O)Cc2ccc(F)cc2)nc(-c2ccccc2)c1-c1ccccc1
→ 6, -12, i, i, i, i, i, i, i, -14*, 5
> CCCCC(=O)NC(N1CCCCC1)C(Cl)(Cl)Cl (configuration not stated)
→ -4, -11, i, i, i, i, i, i, i, i, 20
> COc1ccccc1-c1nc2n(n1)C(c1ccccc1Cl)C(C(N)=O)=C(C)N2 (configuration not stated)
→ 3, -10, i, i, i, i, i, i, i, i, 2
> O=C(Nc1nc(-c2ccc(-c3ccccc3)cc2)cs1)c1cc([N+](=O)[O-])ccc1N1CCOCC1
→ 1, -25, i, i, i, i, i, i, i, i, -2
> COc1cccc(C(=O)COC(=O)C2CC(=O)N(c3ccc(Oc4ccccc4OC)cc3)C2)c1 (configuration not stated)
→ -4, -15, i, i, i, i, i, i, i, i, -7
> COc1ccc(N(C(=O)Cn2nnc(-c3ccc(Cl)cc3)n2)C(C(=O)NCC2CCCO2)c2ccncc2)cc1 (configuration not stated)
→ 3, -10, i, i, i, i, i, i, i, i, 1
> CCOC(=O)Cc1c(C)nc2c(-c3ccc(Cl)cc3)c[nH]n2c1=O
→ -8, -4, i, i, i, i, i, i, i, i, -1
> Cc1ccc(N(CCC(=O)Nc2nnc(C3CC3)s2)S(=O)(=O)c2ccccc2)cc1
→ x, -3, i, i, i, i, i, i, x, i, 3
> CCC(=O)Nc1cccc(C(=O)/C=C/c2cccs2)c1
→ 3, -21, i, i, i, i, i, i, i, i, -11
> COC(=O)c1ccccc1S(=O)(=O)N1Cc2cc([N+](=O)[O-])ccc2Oc2ccccc21
→ -1, -9, i, i, i, i, i, i, i, i, -1
> Cn1c(CCc2ccccc2)nnc1SCC(=O)N1CCCC1
→ -1, -3, i, i, i, i, i, i, i, i, 0
> CSc1nc(N)c(C#N)c(-c2ccccc2Cl)c1C#N
→ 8, -5, i, i, i, i, i, i, i, i, 2
> Cc1occc1C(=O)NNC(=S)NCc1ccc(Cl)cc1
→ 2, -15, i, i, i, i, i, i, i, i, 2
> Cc1nnc(NC(=O)CCC(=O)N2CCC(C)CC2)s1
→ -3, -8, i, i, i, i, i, i, i, i, 6
> N#C/C(=C/c1ccc(OCc2ccc(C(=O)O)cc2)c(Br)c1)c1cccc(F)c1
→ -6, -11, i, i, i, i, i, i, i, i, -6
> CN1CCN(C(=O)CN(C)S(=O)(=O)c2ccc(F)cc2)CC1
→ -9, -7, i, i, i, i, i, i, i, i, 8
> COc1cc(SC)ccc1C(=O)OCC(=O)N1CCCC1
→ 4, -10, i, i, i, i, i, i, i, i, 11
> Cc1ccc(NC(=O)Cc2nnc(SCC(=O)Nc3ccccc3)n2C)cc1
→ -2, -10, i, i, i, i, i, i, i, i, -6

More structures follow.
Every second line gives: Dyrk1A ADPGlo, hERG protect, PolyA inh, TRPC4 inh, KCNQ1 inh, KCNQ1 act, TRPC4 act, TRPC4 PAM, KCNK3 inh, KCNK9 block, Platelet DG rel
> COc1ccc(-c2ncncc2-c2ccc(Cl)cc2)c(O)c1
→ 4, -14, i, i, i, i, i, i, i, i, 1
> CC(C)CC(=O)N1CCN(S(=O)(=O)c2ccccc2)CC1
→ -4, -9, i, i, i, i, i, i, i, i, -6
> O=C(CC1C(=O)NCCN1CC1CCCCC1)NCc1ccc(Cl)cc1 (configuration not stated)
→ -4, -5, i, i, i, i, i, i, i, i, 0
> CCOc1ccccc1CN1CCCC(C(=O)c2ccc(OC)c(OC)c2)C1 (configuration not stated)
→ -3, -4, i, i, i, i, i, i, i, i, -2

From PubChem

These rows are one share of the data, so the mix of outcomes need not match the whole.
